Ecoli viability – E. coli V3065 growth inhibition, primary screen, counter-screen for AddAB inhibitor project, absorbance, OD600. 18 h. inhibition, % at 11.9 µM. actives 0.27% (n = 330,000);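 active means inhibition above the campaign's mean inhibition across all tested compounds plus 3 SD, cut at about 9.9% in these data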;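 further: uninfected addAB+ strain grown without phage in ampicillin broth; 0% = DMSO wells and 100% = ciprofloxacin 0.95 µg/ml wells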
AddAB inh – growth inhibition of E. coli expressing H. pylori AddAB, primary screen, AddAB inhibitor project, absorbance | actives 0.29% (n = 330,000) | inhibition, % at 11.9 µM; in the data active means inhibition above about 12%;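 further: 0% = vehicle wells of infected cells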
Tat transport – E. coli Tat export inhibitors, primary screen, MC4100, TorA-mCherry reporter, fluorescence, single point | inhibition, % at 10 µM | AID 488895, 2010 | actives 0.036% (n = 340,000);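 active means mean replicate inhibition at least 50% and at least half of replicates individually reaching 50%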;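 further: exported cargo escapes ClpAP degradation while cytoplasmic cargo is degraded and loses fluorescence; 0% = median of neutral control wells and 100% = median of NaSCN control wells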
Rtt109 Vps75 – inhibitors of C. albicans Rtt109/Vps75 HAT, primary screen, biochemical, ThioGlo CoA-SH fluorescence, plate reader. Histone acetyltransferase RTT109 (Candida albicans (strain SC5314 / ATCC MYA-2876)), …. purified Rtt109/Vps75, 4 h. inhibition, % at 34.9 µM. actives 0.16% (n = 330,000). AID 540336, 2011;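 active means inhibition of at least 50% in every replicate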
Target sequence (Q5AAJ8 whole entry, looked up): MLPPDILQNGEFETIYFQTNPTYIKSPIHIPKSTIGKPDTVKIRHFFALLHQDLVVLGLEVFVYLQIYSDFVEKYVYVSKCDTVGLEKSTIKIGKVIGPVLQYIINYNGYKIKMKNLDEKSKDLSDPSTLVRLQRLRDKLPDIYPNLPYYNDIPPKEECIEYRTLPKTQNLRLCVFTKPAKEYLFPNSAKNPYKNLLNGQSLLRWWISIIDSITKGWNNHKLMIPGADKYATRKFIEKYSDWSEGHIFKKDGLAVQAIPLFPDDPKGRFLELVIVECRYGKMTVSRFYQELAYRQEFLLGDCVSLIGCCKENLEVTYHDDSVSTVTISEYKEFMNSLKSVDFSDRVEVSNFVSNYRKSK
Wnt bcat act – Wnt/beta-catenin pathway activators, primary screen, cell-based, plate reader, single point. Wnt/beta-catenin reporter cell assay, activator. activation, % at 9.35 µM. actives 1.2% (n = 300,000). AID 743398, 2014; in the data active means activation above about 30%, passing the limit was not always enough;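 further: 0% = neutral control wells and 100% = positive control wells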
CAL PDZ FP – CAL PDZ peptide-binding inhibitors, primary screen, biochemical, fluorescence polarization, Cer-tagged CAL PDZ, HTS. purified CAL PDZ, TMR-peptide fluorescence polarization, 1 h. inhibition, % at 20 µM. actives 0.02% (n = 330,000). AID 504414, 2011;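 active means highest replicate inhibition of at least 40%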;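 further: plate controls were DMSO neutral control wells for no effect and unlabeled competitor peptide control wells for full effect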
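Material: tagged CAL PDZ protein CerCALP, purified; buffer or medium: sodium phosphate/NaCl buffer pH 7.4 with TCEP, IgG, Thesit; also added: fluorescent TMR peptide probe; schedule: 1 h incubation at room temperature before polarization reading; technique: fluorescence polarization from S- and P-plane intensities, G-factor corrected; control set: unlabelled peptide and DMSO controls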
phage Ecoli inh – growth loss of phage-infected E. coli, primary screen, RecBCD inhibitor project, absorbance, with phage, HTS; inhibition, % at 11.9 µM; actives 0.26% (n = 360,000); AID 651602, 2012; in the data active means inhibition above about 11%
PvdQ inh – P. aeruginosa PvdQ acylase inhibitors, primary screen, biochemical, fluorescence, plate reader and imaging, single point; PvdQ acylase [Pseudomonas aeruginosa LESB58]; purified PvdQ acylase; inhibition, % at 10 µM; actives 0.063% (n = 340,000); in the data active means inhibition above about 30%, passing the limit was not always enough;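 further: 0% = vehicle neutral wells and 100% = reference inhibitor wells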
PfHsp90 set2 – growth inhibition of PfHsp90-expressing yeast, primary screen, antimalarial PfHsp90 inhibitor project, S. cerevisiae, BacTiter-Glo luminescence, single point, set 2; BacTiter-Glo ATP, 48 h; yeast lacking PDR1 and PDR3 efflux regulators; inhibition, % at 9.4 µM; actives 0.32% (n = 310,000); AID 504621, 2011;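 active means every replicate shows inhibition above about 80%, whatever the replicate mean, limit read from the data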;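 further: 0% = DMSO neutral controls and 100% = 20 µM radicicol positive controls; yeast relying on Plasmodium falciparum Hsp90 in place of its own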
DAGLB inhibitor – DAGLB lipase inhibitors, primary screen, biochemical, fluorescence, HTS; Diacylglycerol lipase-beta (Homo sapiens), Q8NCG7; HEK293T DAGLB membrane lysate, EnzChek fluorogenic substrate; inhibition, % at 5.17 µM; actives 0.059% (n = 340,000); AID 504411, 2011; in the data active means inhibition above about 34%;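 further: 0% = enzyme with vehicle and 100% = wells lacking enzyme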
* hit, by the source's call; . = not tested or not shown.

Results follow in this order: Ecoli viability, AddAB inh, Tat transport, Rtt109 Vps75, Wnt bcat act, CAL PDZ FP, phage Ecoli inh, PvdQ inh, PfHsp90 set2, DAGLB inhibitor
[1] O=C(C1Cc2ccccc2CN1S(=O)(=O)c1ccccc1[N+](=O)[O-])N1CCOCC1 (stereo unspecified)
→ -3.3, -3.4, -11, -1, 0, 0.0, 2.4, -7, ., 0
[2] O=C(NCCO)c1cccc2c1C(=O)c1ccccc1-2
→ -0.9, -0.6, -1, -4, ., 0.3, 3.0, -5, -3, 0
[3] Cc1cccc(-c2nnc(NC(=O)c3cccs3)s2)c1
→ -0.1, 1.5, 6, -5, 28, -1.3, 2.7, -15, -17, -1
[4] COc1ccc(C(=O)Nc2ccccc2C(=O)Nc2ccncc2)cc1
→ -0.2, -2.2, 0, -3, 12, -10, 1.8, -3, 22, -1
[5] COc1ccc(C2C(C(C)=O)=C(C)N=c3s/c(=C\c4ccco4)c(=O)n32)c(OC)c1 (stereo unspecified)
→ -4.0, 0.5, 8, 0, 0, -1.8, 2.2, 18, 4, 6
[6] Clc1ccc(-c2nc3ccccn3c2CN2CCCCC2)cc1
→ 1.2, 1.1, -3, ., -4, -3.2, 3.0, 9, 12, -3
[7] COc1cc(/C=C2/C(=N)N3C(SC)=NSC3=NC2=O)ccc1OC(=O)c1ccco1
→ -2.3, 2.2, 2, 10, 8, -3.5, 2.6, -17, -6, 11
[8] O=C(CN(Cc1ccccc1F)S(=O)(=O)c1ccc(Cl)cc1)NCC1CCCO1 (stereo unspecified)
→ -1.8, 4.5, -5, -4, -1, -1.8, 2.6, -12, 3, -1
[9] O=C(Cc1csc(-c2ccccc2)n1)NCc1ccccc1F
→ -0.7, 3.2, ., ., 9, ., 2.2, ., ., .
[10] O=C1CSC(c2ccccc2)N1Cc1ccccn1 (stereo unspecified)
→ ., ., -5, 8, -1, -2.0, 2.0, -7, 2, 2
[11] CCc1nc2sc(C)c(C)c2c(=O)n1CCO
→ 1.1, -0.4, -3, -4, -1, -0.5, 3.5, -8, 13, 0
[12] CSCCC(NS(=O)(=O)c1ccccc1F)C(=O)N1CCCCCC1 (stereo unspecified)
→ 1.2, 0.0, 2, 19, -1, -1.1, 1.7, 6, -3, 0
[13] Cc1cc(C)c2c(=N)c3ccccc3n(CCCCCCCCn3c4ccccc4c(=N)c4c(C)cc(C)nc43)c2n1
→ ., ., -1, 4, -11, -3.1, 3.5, 14, 27, 2
[14] O=C(NCC1CCCCC1)C1CCC(=O)N(CCc2cccc(F)c2)C1 (stereo unspecified)
→ 0.5, 2.4, 0, -4, 1, -0.9, 3.7, -11, -5, -1
[15] O=C(CNS(=O)(=O)/C=C/c1ccccc1)OC1CCOC1=O (stereo unspecified)
→ -1.1, 5.6, -14, 1, 1, -0.4, 2.3, 9, -4, -6
[16] CNC(=O)c1ccccc1NC(=O)c1ccc(C)c(S(=O)(=O)N2CCCCC2)c1
→ -2.5, 2.6, 7, 0, 0, -3.9, 1.9, -9, -13, -3
[17] COc1cc(OC)c(NC(=O)c2cc3ccccc3cc2O)cc1Cl
→ ., ., 0, 2, -2, -0.2, 1.3, 9, 15, 0
[18] COc1ccccc1CCc1nnc(CCC(=O)NC(C)Cc2ccsc2)o1 (stereo unspecified)
→ -0.9, -0.9, -4, 4, -1, -2.9, 0.5, 6, -8, -1
[19] COCCn1c(=O)[nH]c2cc(C(=O)NCCN3CCN(c4ccccc4)CC3)ccc2c1=O
→ -2.0, -0.6, 13, 4, -3, -0.7, 2.7, 5, -13, -2
[20] COc1ccc(C2C(CN3CCOCC3)C(=O)N2c2ccccc2)cc1 (stereo unspecified)
→ -1.2, 2.8, 4, -2, -2, -2.5, 3.0, 10, 16, -1
[21] COC(=O)C1=C(C)NC(=O)CC1c1cc2c(cc1Br)OCO2 (stereo unspecified)
→ 0.4, -2.6, 8, 8, 1, -1.8, -1.3, -12, 2, 3
[22] COCCN(C(=O)COC(=O)Cc1c(C)nc2ccccc2c1C)c1c(N)n(CC(C)C)c(=O)[nH]c1=O
→ 1.0, -0.2, 1, 0, 1, -0.7, 0.6, -11, -3, 0
[23] COC(=O)Cn1c(=O)oc2ccc(C)cc21
→ 1.5, -0.4, -8, 7, 1, -1.7, -0.8, -5, -5, 1
[24] CCOc1ccc(Br)cc1S(=O)(=O)Nc1ccc(C(=O)Nc2ccc(C)cc2)cc1
→ 0.9, 0.7, -1, -6, -2, 0.0, 1.2, -6, 9, 0
[25] CCOC(=O)c1c(S(=O)(=O)NCc2ccco2)c(C)n(C)c1C
→ -0.2, 1.8, -4, 5, -1, -2.4, 1.1, -8, -2, 3
[26] CC(=O)Nc1ccc(S(=O)(=O)NCC2CCC(C(=O)N3CCN(c4ccccn4)CC3)CC2)cc1 (stereo unspecified)
→ 0.8, -1.6, -1, 4, ., -0.5, 3.1, -17, 13, 0
[27] CN(C)c1ccc(/C=N/N(CCC#N)C2=NS(=O)(=O)c3ccccc32)cc1
→ -2.8, 0.3, 6, 3, -2, 0.5, 3.4, -10, -19, 6
[28] O=C(/C=C/c1ccc(S(=O)(=O)NCc2ccco2)cc1)N1CCN(c2ccccc2)CC1
→ -2.0, 0.7, 9, 5, 1, -0.9, 4.3, -6, -13, 0
[29] CNC(=S)N/N=C/c1c(C)cccc1Cl
→ -2.5, -0.3, 6, 8, -4, -0.4, 1.6, 4, -18, 1
[30] Cc1cc(C)n2c(C)nnc2c1
→ ., ., -4, -2, 1, -1.5, -0.7, -6, 7, -1
[31] CCOC(=O)c1ccc(NC(=O)C(=O)NCc2ccco2)cc1
→ 0.5, 5.1, -12, 0, -13, -0.2, -0.9, 1, 8, -3
[32] CS(=O)(=O)N1CCCC(C(=O)Nc2ccccc2F)C1 (stereo unspecified)
→ 0.1, -0.7, -8, -2, 1, 0.0, 2.9, -8, 7, 0
[33] CCn1nc(C)c(CN2CCN(Cc3ccc(OC)c(C)c3C)C(CCO)C2)c1C (stereo unspecified)
→ -0.1, -0.7, 2, ., -5, -1.1, 5.4, -6, -2, -2
[34] CCn1nc(C)c(Br)c1-c1nc(CS(=O)(=O)c2ccc(F)cc2)no1
→ 2.1, 0.2, -8, -3, -1, 0.6, 2.9, -13, -24, -6
[35] N#C/C(=C/C=C/c1ccccc1)C(=O)Nc1ccccc1
→ -1.4, -0.6, -2, 1, 5, -3.7, 2.3, 10, 12, 0
[36] O=C(Nc1cccc(-c2cn3cccnc3n2)c1)c1ccco1
→ -0.7, 0.8, 15, -42, -2, 0.3, ., -6, -37, 1
[37] O=C(O)CCC(=O)N1N=C(c2ccccc2)CC1c1ccc2nccnc2c1 (stereo unspecified)
→ 0.6, 1.6, -10, 2, 4, -1.2, 2.5, -9, -13, 0
[38] COC(=O)c1cc(C(=O)OC)n(Cc2ccc(Br)cc2)n1
→ -0.1, 0.3, 8, 8, ., -2.1, 0.7, -11, -9, -5
[39] CSc1ccccc1NC(=O)c1ccc(N2CC3CC(C2)c2cccc(=O)n2C3)c(NC(=O)c2ccncc2)c1 (stereo unspecified)
→ -0.8, 1.4, -4, 1, -2, -3.7, 0.2, -16, 8, 0
[40] CCOc1ccccc1NC(=O)COc1ccc2c(c1)OCO2
→ -1.1, 1.0, -5, -1, 2, -2.5, 0.6, -14, -14, -19
[41] O=C(O)CCCCOn1ccnc1
→ -1.1, 3.7, 1, -27, 1, -2.3, 2.9, -12, -16, -1
[42] COCCn1nnnc1C(c1ccc2ncccc2c1)N1CCc2ccccc21 (stereo unspecified)
→ -0.7, 1.8, -2, 1, 0, -3.8, 2.3, -11, -7, 4
[43] Cc1ccccc1C(=O)N/N=C1/SCC(=O)N1Cc1ccccc1
→ 2.3, 5.2, -5, 3, -3, -3.1, 4.8, 6, 0, -2
[44] CC(C)(C)SCCNC(=O)/C=C/c1cccc([N+](=O)[O-])c1
→ -1.7, 0.6, -3, -2, ., -2.2, 2.1, -14, 10, 0
[45] CCCCOC(=O)CCN1C(=O)/C(=C2\SC(=S)N(CCC(=O)OCCCC)C2=O)SC1=S
→ 2.9, -0.2, 6, 13, -1, -1.3, 1.2, 0, -1, 0

Gathered by group: those above containing fluorine (six)
Results follow in this order: Ecoli viability, AddAB inh, Tat transport, Rtt109 Vps75, Wnt bcat act, CAL PDZ FP, phage Ecoli inh, PvdQ inh, PfHsp90 set2, DAGLB inhibitor
[8] O=C(CN(Cc1ccccc1F)S(=O)(=O)c1ccc(Cl)cc1)NCC1CCCO1 (stereo unspecified)
→ -1.8, 4.5, -5, -4, -1, -1.8, 2.6, -12, 3, -1
[9] O=C(Cc1csc(-c2ccccc2)n1)NCc1ccccc1F
→ -0.7, 3.2, ., ., 9, ., 2.2, ., ., .
[12] CSCCC(NS(=O)(=O)c1ccccc1F)C(=O)N1CCCCCC1 (stereo unspecified)
→ 1.2, 0.0, 2, 19, -1, -1.1, 1.7, 6, -3, 0
[14] O=C(NCC1CCCCC1)C1CCC(=O)N(CCc2cccc(F)c2)C1 (stereo unspecified)
→ 0.5, 2.4, 0, -4, 1, -0.9, 3.7, -11, -5, -1
[32] CS(=O)(=O)N1CCCC(C(=O)Nc2ccccc2F)C1 (stereo unspecified)
→ 0.1, -0.7, -8, -2, 1, 0.0, 2.9, -8, 7, 0
[34] CCn1nc(C)c(Br)c1-c1nc(CS(=O)(=O)c2ccc(F)cc2)no1
→ 2.1, 0.2, -8, -3, -1, 0.6, 2.9, -13, -24, -6

Screening results from PubChem BioAssay.
